KDM5B inhibitor – KDM5B demethylase inhibition; Q9UGL1; Potency, µM (titrated, usually from 57.7 µM), without a hit: at the top dose activity change, negative = inhibition, most hits filed as inhibitors; 220,000 compounds, 2.6% hits; KDM5B demethylase, FDH-coupled NADH fluorescence (FDH is formaldehyde dehydrogenase); AID 1347165; active means well fitted inhibition curve with a large enough effect; inconclusive means small, poorly fitted or top-dose-only effect; inactive means no such curve, though single readings can be large or run the other way; further: 0% is about no effect; nearly all actives have a fitted effect of over 70% in size
Target sequence (Q9UGL1 whole entry, looked up): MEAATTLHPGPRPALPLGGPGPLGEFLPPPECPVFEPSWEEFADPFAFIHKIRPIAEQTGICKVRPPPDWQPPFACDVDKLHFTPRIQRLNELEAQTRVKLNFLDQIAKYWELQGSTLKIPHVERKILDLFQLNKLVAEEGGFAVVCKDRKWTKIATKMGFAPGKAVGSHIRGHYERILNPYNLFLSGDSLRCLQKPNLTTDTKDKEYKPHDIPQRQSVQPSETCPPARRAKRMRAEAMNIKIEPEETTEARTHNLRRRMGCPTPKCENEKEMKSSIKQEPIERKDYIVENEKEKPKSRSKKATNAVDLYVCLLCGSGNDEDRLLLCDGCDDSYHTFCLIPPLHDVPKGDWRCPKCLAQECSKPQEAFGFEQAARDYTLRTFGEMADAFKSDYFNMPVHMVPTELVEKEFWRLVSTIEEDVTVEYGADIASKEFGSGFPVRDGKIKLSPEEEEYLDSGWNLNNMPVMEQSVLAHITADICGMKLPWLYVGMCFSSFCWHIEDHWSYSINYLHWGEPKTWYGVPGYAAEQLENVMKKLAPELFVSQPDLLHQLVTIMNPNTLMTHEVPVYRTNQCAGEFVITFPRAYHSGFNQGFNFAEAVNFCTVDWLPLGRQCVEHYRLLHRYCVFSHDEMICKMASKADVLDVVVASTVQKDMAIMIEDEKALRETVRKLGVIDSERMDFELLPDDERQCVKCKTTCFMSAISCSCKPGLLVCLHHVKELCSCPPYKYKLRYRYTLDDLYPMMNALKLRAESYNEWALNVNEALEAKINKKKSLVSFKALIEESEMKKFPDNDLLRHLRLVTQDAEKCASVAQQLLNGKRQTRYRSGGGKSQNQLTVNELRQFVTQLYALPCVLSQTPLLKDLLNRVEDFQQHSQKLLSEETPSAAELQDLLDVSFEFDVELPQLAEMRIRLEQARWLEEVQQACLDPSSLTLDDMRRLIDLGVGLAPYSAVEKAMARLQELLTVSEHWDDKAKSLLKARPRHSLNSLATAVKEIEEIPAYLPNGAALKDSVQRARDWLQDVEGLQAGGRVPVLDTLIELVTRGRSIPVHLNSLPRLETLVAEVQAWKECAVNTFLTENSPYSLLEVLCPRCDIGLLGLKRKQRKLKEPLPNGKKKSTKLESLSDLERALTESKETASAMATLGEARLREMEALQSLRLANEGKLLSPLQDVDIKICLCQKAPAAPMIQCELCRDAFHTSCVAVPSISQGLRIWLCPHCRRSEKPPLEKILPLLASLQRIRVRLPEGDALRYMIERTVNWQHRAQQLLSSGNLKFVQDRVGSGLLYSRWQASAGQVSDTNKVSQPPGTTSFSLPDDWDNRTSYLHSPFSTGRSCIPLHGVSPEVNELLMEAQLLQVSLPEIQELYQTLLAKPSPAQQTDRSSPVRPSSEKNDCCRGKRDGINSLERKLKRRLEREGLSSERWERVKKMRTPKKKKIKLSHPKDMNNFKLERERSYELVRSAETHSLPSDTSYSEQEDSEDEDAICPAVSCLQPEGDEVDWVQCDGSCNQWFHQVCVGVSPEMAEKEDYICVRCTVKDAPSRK
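KDM5BΔAP (200 nM final) in 50 mM HEPES pH 7.5, 0.01% Tween-20 was preincubated 10 min at RT with compound over a concentration range. Substrate mix (H3K4me3 12.5 µM, α-KG 25 µM, Fe²⁺, ascorbate, NAD⁺, FDH) was added, and NADH fluorescence change over 30 min gave dose-response curves.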
* = called active by the depositor; u = inconclusive; & = joins results of further samples; [ ] = another dose, or the depositor's remark. Potency means the concentration at half of the fitted maximal effect.

SMILES	KDM5B inhibitor
Cc1ccccc1CS(=O)(=O)CC1Nc2ccc(C(=O)NCc3ccc(Cl)cc3)cc2NC1=O (stereo not drawn)	u
Cn1cccc1C(=O)N1CCN(C(=O)c2nnn3c2COC(c2ccc(Cl)cc2)C3)CC1 (stereo not drawn)	1%
CNCc1cccc(OC)c1OCc1ccc(Cl)cc1	0%
O=C(NC[C@H]1Cn2c(-c3ccc4c(c3)OCO4)cnc2CO1)c1ccc2c(c1)OCO2	u
COc1ccc(Nc2nnc(-c3ccc(C)c(S(=O)(=O)N4CCN(C)CC4)c3)c3ccccc23)cc1	u
CC(C)NC(=O)CN1C(=O)COc2ccc(S(=O)(=O)N3CCCCCC3)cc21	-8%
CN(C)c1ncc2c(n1)C(C)(C(=O)Nc1ccc(Cl)cc1)CCC2 (stereo not drawn)	35µM*
Cc1ccccc1NC(=O)C(Cc1ccccc1)N1Cc2ccccc2C1=O (stereo not drawn)	6%
CC(C)[C@@H]1CN(C(=O)c2ccc(F)cc2F)C[C@H]1NS(=O)(=O)N(C)C	6%
Cc1c(C(C)NC(=O)c2ccc(C#N)nc2)cnn1-c1ccc(F)cc1F (stereo not drawn)	-1%
COC(=O)c1ccc(C)c(NC(=O)Cc2cc(C(C)=O)ccc2OC)c1	-8%
CCc1ccccc1NC(=O)CC(C)S(=O)(=O)c1ccc2c(c1)NC(=O)CO2 (stereo not drawn)	-17%
CC(NC(=O)c1ccc2c(c1)CCCC2)c1ccc(F)cc1F (stereo not drawn)	11%
C1CN[C@H](CN2CCCC2)C1	-26%
Cn1cc(CCCC(=O)NCc2ccc(F)cc2)c2ccccc21	u
Cc1nnc([C@H]2CCN(Cc3ncc[nH]3)C2)o1	u
CC(NC(=O)C1CC=CCC1)c1ccc(C(F)(F)F)cc1 (stereo not drawn)	-3%
O=C(CCl)N1c2ccccc2S(=O)c2ccccc21	-9%
Cc1cccc(NC(=O)CSc2nnc3c4ccccc4n(C)c3n2)c1	6%
Cc1cc(C)c(NC(=O)Cn2nnc(-c3ccccc3)n2)c(C)c1	-11%
CCc1ccccc1NC(=O)Cn1cc(C(=O)c2ccncc2)c(=O)c2cc(C)ccc21	-7%
COc1ccc(C(=O)Nc2ccc(OCc3cc(=O)n4ccsc4n3)cc2)cc1OC	-14%
Cn1ncc(N2CCCC(CC(=O)NC3CCCCC3)C2)cc1=O (stereo not drawn)	-10%
Cc1ccc2nc3c(c(Nc4ccc(O)cc4)c2c1)CCC3	u
O=[n+]1cc(-c2ccc(Cl)cc2)n([O-])c2c1CCC2	26%

Part of the list above, with bars between the fields:
Molecule | KDM5B inhibitor
Cc1c(C(C)NC(=O)c2ccc(C#N)nc2)cnn1-c1ccc(F)cc1F (stereo not drawn) | -1%
COC(=O)c1ccc(C)c(NC(=O)Cc2cc(C(C)=O)ccc2OC)c1 | -8%

Next part.
SMILES	KDM5B inhibitor
CN(Cc1cccc2cnccc12)C(=O)c1cc(COc2ccc(F)cc2F)on1	36%[activator]
Cc1ccc(-n2ncc(C(=O)NCCc3ccsc3)c2C2CCN(C(=O)OC(C)(C)C)CC2)c(C)c1	-23%
Fc1ccc(OC2CN(Cc3ccsc3)C2)cc1F	6%[149 µM]
CCSCc1ccc(C(=O)C(C#N)C(=O)NC(C)C)cc1 (stereo not drawn)	16%
O=C1CC(c2noc(-c3cc(F)ccc3F)n2)CN1c1ccc(F)c(Cl)c1 (stereo not drawn)	-8%
COC(=O)c1c(NC(=O)c2ccc(Cl)c(Cl)c2)sc2c1CCCC2	-9%
Cc1ccccc1S(=O)(=O)N1CCN(C2CCN(Cc3ccccn3)C2=O)CC1 (stereo not drawn)	-28%
O=C(NC1CCC1)c1ccc(C#CC2CC2)cn1	-29%
O=C1CCCN1c1ccc(-c2csc(-c3ccsc3)n2)cc1	8%
COC(=O)[C@]12C[C@H](CC(=O)NCCCN3CCCC3=O)C(=O)N(Cc3ccc(Cl)cc3Cl)C1=C[C@H](COCc1ccccc1)O[C@@H]2C	7%
CCCCCCCn1c(NCCCO)nc2c1c(=O)[nH]c(=O)n2C	10%
O=C(NCc1ccc(C(F)(F)F)cc1)C1CN(Cc2ccccc2)C(=O)N1 (stereo not drawn)	34%
CN(Cc1ccccc1C(F)(F)F)C(=O)Cc1cccc(Cl)c1	-11%[86.2 µM]
Cc1ccc(-c2cc(-c3cccnc3)c3cncn3c2)cn1	35µM*
Cc1ccc(CNC(=O)c2ccc3nc(SCc4ccc(F)cc4)[nH]c3c2)cc1	u
O=C1NCc2ccccc2CC12CCN(Cc1cccc(O)c1)CC2	7%[149 µM]
Cc1cnc(C(=O)N[C@@H]2CN(C3CCOCC3)C[C@H]2CN(C)C)cn1	u
C#CCOc1ccccc1-c1c(-c2ccccc2)ncn1CCCO	24%
COC(=O)C1CN(Cc2ccc(F)cc2)CCS(=O)(=O)N1Cc1cn(CCOC(C)=O)nn1 (stereo not drawn)	19%
CCCOc1ccc(Oc2nc(NCC(C)C)nc(N3CCOCC3)n2)nn1	10%
O=C(COC(=O)c1cc(=O)[nH]c2ccccc12)Nc1ccccc1C(=O)Nc1ccccc1	-25%
Cc1ccc(NC(=O)c2cc(S(=O)(=O)N3CCCc4ccccc43)ccc2F)cc1F	-26%
CCOC(=O)N1CCN(S(=O)(=O)N2CCCC(C(=O)NCc3ccc(OC)cc3OC)C2)CC1 (stereo not drawn)	-9%
Fc1ccc(Nc2nc(-c3ccccc3)no2)cc1	-11%
COc1ccc(-c2cn3c(n2)CO[C@@H](CNC(=O)CCC(=O)O)C3)cc1	u

Additional records.
SMILES	KDM5B inhibitor
O=C(N[C@@H]1CCN(C(=O)CCCn2cccn2)C[C@H]1O)c1ccccn1	-11%
CCc1ccc2c(COC(=O)c3ccc4c(c3)nnn4CC)cc(=O)oc2c1	15%
COc1ccc(CNC(=O)c2cccn2-c2nnc(N3CCCC3)s2)c(OC)c1	-24%
CCC(=O)N1CCc2nc(N3CCN(Cc4cccnc4)CC3)sc2C1	u
Cc1nn2c(=O)cc(COC(=O)c3ccc(NC(=O)COc4ccc(Cl)cc4)cc3)nc2s1	u
CCCCC(=O)Nc1ncc(S(=O)(=O)c2ccc([N+](=O)[O-])cc2)s1	20%
CN(C)c1ccc(/C=C/c2c([N+](=O)[O-])c(=O)n(C)c(=O)n2C)cc1	-29%
CCCCN(Cc1ccccc1)Cc1cn[nH]c1-c1ccc(OC)cc1OC	17%
Cc1ccc2c(COC(=O)c3ccc(C)c(C)c3)cc(=O)oc2c1	-2%&-5%
Cc1cc(C(=O)N2CCOc3ccc(CCC(N)=O)cc3C2)nn1C	9%
Cc1cc(N)ccc1C(C)C	4%
Cc1cccc(OCCc2noc(C3CN(C(=O)Nc4ccc5c(c4)OCCO5)C3)n2)c1	-11%
O=C(c1ccc2c(c1)OCCO2)N(Cc1cccnc1)c1nc2c(Cl)cccc2s1	u
Cc1ccc(OCCn2c(CN(C)C(=O)c3ccco3)nc3ccccc32)cc1C	13%
CN(C)CCN(C)[C@@H]1[C@H](O)[C@H](CO)O[C@@H]1CNCc1cccc(Cl)c1	-20%
C/C(=N\NC(=O)C1CC1)c1ccc2ccccc2c1	-15%
COCCCNC(=O)CCCN1C(=O)CCn2nc(-c3cccn3C)cc21	-25%
Cc1nccn1C1(C(=O)O)CCN(Cc2ccccc2F)CC1	-27%
Cc1ccc2c(c1)-c1c(cnc3cc(-c4ccccc4)nn13)CO2	u
C=CCN1CCN(c2nc3c(c(=O)[nH]c(=O)n3C)n2Cc2ccc(Cl)cc2Cl)CC1	-6%
O=C(C1CCC1)N1CCN(c2ccnc3cc(Cl)ccc23)CC1	4%
COCC(C)n1c(C)cc(C(=O)CSc2nnc(Nc3ccccc3F)s2)c1C (stereo not drawn)	-5%
O=S(=O)(c1ccc2c(c1)OCCO2)c1nc(-c2ccccc2)oc1NCCN1CCOCC1	0%
CCCCOc1ccccc1C(=O)N(Cc1sccc1C)C1CCS(=O)(=O)C1 (stereo not drawn)	-6%
Cc1cc(SCC(=O)NCCCN2CCCC2=O)nc2ccccc12	14%

KDM5B inhibitor, what is marked active above.
SMILES	KDM5B inhibitor
CN(C)c1ncc2c(n1)C(C)(C(=O)Nc1ccc(Cl)cc1)CCC2 (stereo not drawn)	35µM*
Cc1ccc(-c2cc(-c3cccnc3)c3cncn3c2)cn1	35µM*

Carrying on:
SMILES	KDM5B inhibitor
Nc1nccnc1C(=O)NCc1cccnc1	u
Cn1c(=O)n(C)c2cc(N3CCOCC3)c(NS(=O)(=O)c3ccc(F)cc3)cc21	21%
O=C(NC1CC1)c1cc2n(n1)CC(c1ccc3c(c1)OCO3)OC2 (stereo not drawn)	u
Cc1ccc(CSCCNC(=O)NNC(=O)c2ccc(C)cc2)cc1	-8%
CCC(=O)N1CCCCCC1c1nnc(-c2ccccc2)o1 (stereo not drawn)	26%
O=C1NCCN(Cc2ccc(F)cc2)C1=O	5%
COc1cc(C(=O)OCc2cc(=O)n3nc(C(C)C)sc3n2)cc(OC)c1OC	-18%
Cc1ccc(CC(=O)NCCc2c[nH]c3ccccc23)cc1	5%
Cc1ccc(C(=O)NC(Nc2cccc(C(F)(F)F)c2)C(=O)c2ccccc2)cc1 (stereo not drawn)	9%
O=C(c1cccc(Cl)c1)N1CCC2(CC1)C(=O)NCN2Cc1ccc(Cl)cc1	-2%
COc1ccc(S(=O)(=O)N(CC(C)C)CC(C)C)c2cccnc12	-13%
O=C(OCC(=O)c1cccc2ccccc12)c1cc(=O)c2ccccc2o1	-3%
COC(=O)CN1C(=O)[C@@H]2C[C@@H](O)CN2C2(CN(Cc3ccccc3Cl)C2)C1=O	-14%[86.2 µM]
CCCCc1nnc(SCc2cc(=O)c3cc(F)ccc3[nH]2)n1C	-1%
CCOc1ccc(C2CC(=O)N(c3cccc(C(F)(F)F)c3)C3=C2C(=O)OC3)cc1 (stereo not drawn)	-6%
CCCc1ccc(C(=O)NCc2ccccn2)cc1	-5%
CCOc1ccc2c(n1)CCN(C(=O)Cc1ccc(C)cc1)C2	14%
Cc1cccc(Oc2c(C(F)(F)F)oc3cc(OC(=O)c4cncc(Br)c4)ccc3c2=O)c1	6%
C=C=Cn1c(C2CC(=O)N(c3cccc(C(F)(F)F)c3)C2)nc2ccccc21 (stereo not drawn)	14%
CCOc1cccc(CN2CC(Oc3ccc(-c4noc(COC)n4)cc3)C2)c1	-23%
CC(C)OCc1cccc(CNC(=O)C2CCCCC2)c1	18%
O=c1c(-c2cccc(C(F)(F)F)c2)ccc2n1C[C@H]1C[C@@H]2CN(S(=O)(=O)c2ccccc2)C1	u
Cc1ccc(C)c(OCCCOc2ccccc2/C=N/NC(=O)c2cccc(Cl)c2)c1	-14%
CC1CCN(C(=O)C(=O)N2CCN(c3nc(-c4ccco4)c4c(c3C#N)CC(C)(C)OC4)CC2)CC1	u
Cc1ccc(Cn2c(=O)n(CCc3ccccc3)c(=O)c3c(C)c(C)sc32)cc1	-5%

Some of these compounds in order of their number in KDM5B inhibitor, highest first.
molecule | KDM5B inhibitor
CC(C)OCc1cccc(CNC(=O)C2CCCCC2)c1 | 18%
C=C=Cn1c(C2CC(=O)N(c3cccc(C(F)(F)F)c3)C2)nc2ccccc21 (stereo not drawn) | 14%
O=C(OCC(=O)c1cccc2ccccc12)c1cc(=O)c2ccccc2o1 | -3%
CCCc1ccc(C(=O)NCc2ccccn2)cc1 | -5%
Cc1ccc(CSCCNC(=O)NNC(=O)c2ccc(C)cc2)cc1 | -8%
COc1cc(C(=O)OCc2cc(=O)n3nc(C(C)C)sc3n2)cc(OC)c1OC | -18%
CCOc1cccc(CN2CC(Oc3ccc(-c4noc(COC)n4)cc3)C2)c1 | -23%

Next records follow:
SMILES	KDM5B inhibitor
COc1ccc(CN2C[C@H]3CN(Cc4nccs4)CCN3C2=O)cc1	u
Cc1ccc(C(=O)c2oc3ccccc3c2NC(=O)C(C)Oc2ccccc2Cl)cc1 (stereo not drawn)	-28%
COc1ccccc1-c1nc(C2CC(=O)N(C3CCCCC3)C2)no1 (stereo not drawn)	20µM*
Cc1cc(OC(C)C(=O)NN)ccc1Cl (stereo not drawn)	49%[activator]
Cc1cccc(OCC(=O)Nc2cccc3cccnc23)c1C	7%&-1%
COc1ccc(-c2nc(-c3cccnc3)no2)cc1	1%
O=C([C@@H]1C[C@H](Oc2cccnc2)CN1C(=O)Cc1cccc(F)c1)N1CCCC1	-7%
COC(=O)C1CCN(S(=O)(=O)c2cc3c4c(c2)C(C)C(=O)N4CCC3)CC1 (stereo not drawn)	u
CCCCCCNc1nc2c(c(=O)n(C)c(=O)n2C)n1Cc1cccc(Cl)c1	14%
CCN(CC1CCOC1)C(=O)c1nn(C(C)C)c(=O)c2ccccc12 (stereo not drawn)	1%
CS(=O)(=O)Cc1cccc(C(=O)NC2CCSc3ccccc32)c1 (stereo not drawn)	6%
N#Cc1c(F)cccc1NCCNc1cc(Cl)nc(N)n1	u
O=C1CCN(Cc2ccncc2)CCCC(C(=O)Nc2ccccc2CCc2ccncc2)CCN1 (stereo not drawn)	u
CCOC(=O)N1CCN(c2ccc(N3C(=O)CCCC3=O)cc2[N+](=O)[O-])CC1	31%
CN1CCC(N2CCC[C@H]2c2nc(-c3ccc(OC4CCCCC4)nc3)no2)CC1	-22%[86.2 µM]
CCc1nc(NCc2cn[nH]c2-c2ccc(Cl)cc2)c2cnn(C)c2n1	10%
Cn1cc(S(=O)(=O)Nc2ccc(Oc3ccccc3)cc2)c(=O)n(C)c1=O	19%
CCN(CC)C(=O)CN1C(=O)N(c2ccc(C)c(F)c2)S(=O)(=O)c2ccccc21	11%
COc1ccc(-c2nc(SCC(=O)Nc3ccc4c(c3)OCO4)c(-c3ccccc3)[nH]2)cc1	7%
COC(=O)C1=C(C)N=C2SC=C(CC(=O)NCC3CCCO3)N2C1c1cccc(OC)c1 (stereo not drawn)	u

Assay outcomes from PubChem.

This is a subset (hit frequency here may not be typical).
